# High-throughput results deposited in PubChem BioAssay by Sanford-Burnham Center for Chemical Genomics.
# mIAP inh: mouse IAP inhibition. purified mouse IAP, CDP-Star luminescence, 30 min. inhibition, % at 10 µM. 330,000 tested, 0.2% active. AID 2806;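 active means inhibition of at least 40% at 10 µM in the primary screen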;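 further: plate controls were DMSO with enzyme for no effect and no enzyme wells for full effect; values of inactives mirror those of a sister screen read the other way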
# MPTP block: permeability transition pore inhibition; isolated mouse mitochondria, Ca2+ swelling absorbance, 30 min; inhibition, % at 10 µM; 360,000 tested, 1.4% active; AID 602449;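 active means inhibition of 50% or more, scaled per plate between neutral and stimulator controls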;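 further: 0% = DMSO wells given calcium and 100% = 1 mM EGTA wells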
# mIAP activ: increases mouse intestinal alkaline phosphatase activity. muIAP, CDP-Star luminescence, 30 min; hits give high values; 1 = vehicle-only enzyme signal, 0 = enzyme-free wells. activation factor at 10 µM. 330,000 tested, 0.24% active. AID 2805;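 active means activation factor of at least 2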; further: the source names both 10 and 20 µM as test concentration; values of inactives mirror those of a sister screen read the other way
#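 also added = chemiluminescent substrate CDP-Star | test system = mouse IAP enzyme | signal = chemiluminescence readout | compound = DMSO-dissolved test compounds | incubation = 30 min at room temperature | benchmarks = DMSO wells, no-enzyme wells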
# MIN6 prolif: inducers of beta-cell replication in MIN6 cells; MIN6 cells proliferation, ATPlite luminescence, 48 h; cells starved in 0.2% serum; 100% = growth in 10% serum; proliferation, % at 10 µM; 330,000 tested, 0.29% active; AID 2380;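 active means compounds whose signal lies at least 3.5 SD above the mean of all wells on their plate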;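 further: 0% = DMSO-treated cells in low-serum medium and 100% = 10% serum control; some compounds called inactive have numbers as strong as hits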
# A3A deaminase: human APOBEC3A DNA deaminase inhibition. recombinant A3A, FAM/TAMRA ssDNA deamination fluorescence. 330,000 tested, 0.41% active. inhibition, % at 20 µM;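 active means at least 40% inhibition at 20 µM here, with at most 30% in a related deaminase screen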;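 further: plate controls were A3A with DMSO for no effect and wells lacking A3A enzyme for full effect; some results filed as inactive read as strong as hits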
# hIAP inh: blocks human intestinal alkaline phosphatase; purified IAP, CDP-Star luminescence, 30 min; inhibition, % at 10 µM; 330,000 tested, 0.12% active; AID 2544; P09923;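 active means inhibition reaching a set limit with compound at 10 µM in the primary screen, cut at about 35% in these data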;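 further: plate controls were DMSO wells with enzyme for no effect and no-enzyme buffer wells for full effect; values of inactives mirror those of a sister screen read the other way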
# Target sequence (P09923 whole entry, looked up): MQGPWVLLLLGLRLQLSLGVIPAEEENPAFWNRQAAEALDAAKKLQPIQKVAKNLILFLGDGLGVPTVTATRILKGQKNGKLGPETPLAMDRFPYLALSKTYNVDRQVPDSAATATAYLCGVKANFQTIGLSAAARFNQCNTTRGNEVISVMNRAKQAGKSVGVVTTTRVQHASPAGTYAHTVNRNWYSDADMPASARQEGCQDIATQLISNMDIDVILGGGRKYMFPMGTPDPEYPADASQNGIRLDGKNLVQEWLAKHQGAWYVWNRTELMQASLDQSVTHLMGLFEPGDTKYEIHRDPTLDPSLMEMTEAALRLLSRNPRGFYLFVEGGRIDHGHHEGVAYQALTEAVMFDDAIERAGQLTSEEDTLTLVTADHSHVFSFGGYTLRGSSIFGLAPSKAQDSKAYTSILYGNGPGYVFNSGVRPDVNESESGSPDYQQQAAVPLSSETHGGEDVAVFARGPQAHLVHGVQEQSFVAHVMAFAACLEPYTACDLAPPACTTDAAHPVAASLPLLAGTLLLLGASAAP
# hIAP act: increases human intestinal alkaline phosphatase activity. P09923. purified human IAP, CDP-Star luminescence, 30 min; hits give high values; 1 = vehicle-only enzyme, 0 = enzyme-free background. activation factor at 10 µM. 330,000 tested, 0.16% active. AID 2524;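 active means activation factor of the enzyme at least 2-fold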; further: the source names both 10 and 20 µM as test concentration; values of inactives mirror those of a sister screen read the other way
# GRIN3A LBD mod: modulates the human NR3A ligand-binding domain; 340,000 tested, 2.5% active; AID 1259313; Tm shift relative to glycine control, % at 25 µM; NR3A LBD differential scanning fluorimetry, Tm shift; 0% = protein alone, 100% = glycine-bound protein;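 active means melting temperature shift of at least 10% of the positive control shift, at one fixed dose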
# APOBEC3G inh: inhibitors of human APOBEC3G DNA deaminase. Q9HC16. inhibition, % at 20 µM. 330,000 tested, 0.28% active. recombinant A3G, ssDNA deamination FAM/TAMRA fluorescence;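 active means inhibition of at least 40% at 20 µM, with no more than 30% in the related APOBEC3A deaminase screen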;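 further: plate controls were DMSO wells with A3G for no effect and wells lacking A3G enzyme for full effect; some compounds called inactive have numbers as strong as hits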
# Target sequence (Q9HC16 whole entry, looked up): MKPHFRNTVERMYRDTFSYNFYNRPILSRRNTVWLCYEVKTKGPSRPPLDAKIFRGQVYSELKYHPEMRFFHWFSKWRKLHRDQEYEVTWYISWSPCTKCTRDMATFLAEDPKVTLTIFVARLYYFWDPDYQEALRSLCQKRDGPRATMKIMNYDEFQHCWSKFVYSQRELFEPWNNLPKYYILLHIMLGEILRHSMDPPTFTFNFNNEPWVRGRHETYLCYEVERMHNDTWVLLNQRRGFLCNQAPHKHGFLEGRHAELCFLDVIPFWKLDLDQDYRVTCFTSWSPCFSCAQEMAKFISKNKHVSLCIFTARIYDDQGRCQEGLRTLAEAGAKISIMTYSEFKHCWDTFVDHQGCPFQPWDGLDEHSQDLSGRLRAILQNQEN
# An asterisk follows results filed as active; · = not tested or not shown.
Compound	mIAP inh	MPTP block	mIAP activ	MIN6 prolif	A3A deaminase	hIAP inh	hIAP act	GRIN3A LBD mod	APOBEC3G inh
O=C(Cn1nnc2ccccc21)c1ccc([N+](=O)[O-])cc1	3	0.9	0.97	-1	0	23	0.77	0	-3
O=C(Cc1cccs1)N1CCN(c2ccccn2)CC1	10	-7.2	0.9	5	-16	16	0.84	-1	-4
COc1cccc(CNC(=O)C2CCCN(S(=O)(=O)c3c(C)noc3/C=C/N(C)C)C2)c1 (stereo unspecified)	16	-1.4	0.84	-1	-3	-14	1.1	-3	-4
Cc1ccc(CCNC(=O)CCc2nc3ccccc3[nH]2)cc1	6	0.9	0.94	0	0	-5	1	4	0
CCN(C(=O)CN1CCCCCC1)c1c(N)n(Cc2ccccc2)c(=O)[nH]c1=O	6	1.0	0.94	-3	1	-2	1	-4	10
O=C(Nc1ccccc1N1CCN(C(=O)c2ccccc2)CC1)c1ccc(Cl)cc1	8	-0.3	0.92	-3	3	-1	1	0	-1
C[C@H](NC(=O)Cc1ccccc1)C(=O)N1CCC2(CC1)NCCc1[nH]cnc12	4	-2.1	0.96	-2	-6	-28	1.3	2	-7
CN(CC(=O)NCC1CCCCC1)CC(=O)Nc1ccccc1Br	-8	0.4	1.1	-2	-3	-14	1.1	1	-8
COc1ccc(OC)c(NC(=O)CC2C(=O)NCCN2C(=O)c2ccccc2)c1 (stereo unspecified)	-6	0.3	1.1	-1	0	5	0.95	1	-5
O=[N+]([O-])c1cc(F)c2cccnc2c1O	4	-3.6	0.96	-5	4	4	0.96	-3	0
Cc1cccc(C)c1NC(=O)CN(C)C(=O)[C@H](C)NC(=O)c1ccco1	3	0.2	0.97	-2	-3	-9	1.1	0	-4
CCOc1cc(NC(=O)c2cccs2)c(OCC)cc1NC(=O)c1ccco1	7	-0.4	0.93	0	-2	1	0.99	1	-3
CCc1ccc(C(=O)COC(=O)C(Cc2ccccc2)NC(=O)C2CCC(C)CC2)cc1 (stereo unspecified)	5	0.2	0.95	2	-3	4	0.96	-1	-3
CC(=O)c1cccc(NC(=O)c2sc3nc4n(c(=O)c3c2C)CCCC4)c1	4	-2.0	0.96	1	-5	-12	1.1	0	-5
CCOC(=O)CCCNC(=O)CN1C(=O)NC(CCc2ccccc2)C1=O (stereo unspecified)	1	17	0.99	-1	0	3	0.97	0	-1
CCOC(=O)N1CCN(CCC(=O)Nc2ccc(Br)cc2)CC1	2	0.8	0.98	-3	-3	12	0.88	0	-4
O=C(NC(Cc1c[nH]c2ccccc12)C(=O)Nc1ccc(F)cc1)c1cccs1 (stereo unspecified)	6	-0.4	0.94	2	-1	-15	1.1	2	-4
CCN(CCS(=O)(=O)c1ccc(Cl)cc1)Cc1nc2ccccc2c(=O)[nH]1	4	-1.5	0.96	-3	2	5	0.95	0	-3
CCOc1ccc(NC(=O)CCC(=O)NNC(=O)Nc2cccc(Cl)c2)cc1	-1	-3.5	1	-3	-2	-36	1.4	-3	-4
COc1ccc(-c2noc(C(=O)NCc3ccccc3Cl)n2)cc1OC	18	0.4	0.82	3	-1	10	0.9	-5	-6

# Further structures follow.
Compound	mIAP inh	MPTP block	mIAP activ	MIN6 prolif	A3A deaminase	hIAP inh	hIAP act	GRIN3A LBD mod	APOBEC3G inh
Cc1ccc2nc(SCC(=O)Nc3cccnc3Cl)[nH]c2c1	15	0.6	0.85	-1	-2	-6	1.1	2	-3
CCOc1ccccc1CNC(=O)C(C)n1nc(C)c2c(C)n(-c3ccccc3)nc2c1=O (stereo unspecified)	3	-1.8	0.97	-1	-6	6	0.94	0	-4
Cc1ccccc1NC(=O)c1sc2nc3c(c(-c4ccco4)c2c1N)CCC3	37	1.4	0.63	-2	4	0	1	1	-1
COc1nc(N)nc(N)c1NS(=O)(=O)c1ccc(C)cc1	11	2.6	0.89	9.8*	-4	-4	1	1	-2
CCCN(CCC)C(=O)Cn1c(=O)n(CCCCC(=O)NCc2ccco2)c(=O)c2ccccc21	-6	-1.9	1.1	-1	0	-32	1.3	0	-7
Cc1noc(C)c1C(=O)OC(C(=O)NC1CCCC1)c1ccc(F)cc1 (stereo unspecified)	4	1.2	0.96	-2	-6	5	0.95	10	-9
COc1ccc(-c2ccc3c(c2)c(C#Cc2ccsc2)c(-c2cc(OC)cc(OC)c2)n3C)cc1	-12	0.1	1.1	-2	-3	10	0.9	0	-9
S=C(Nc1ccc2cn[nH]c2c1)Nc1ccccc1Cl	9	-1.3	0.91	0	2	7	0.93	4	-5
CCCCNC(=O)Nc1ccccn1	-14	-3.9	1.1	-2	-5	2	0.98	12*	-7
O=C(O)c1cccc(Cn2c(Cl)c(/C=N/NC(=O)c3ccc(O)cc3)sc2=O)c1	4	-2.1	0.96	6	-2	5	0.95	0	-6
O=S(=O)(c1ccc(N2CCN(Cc3ccc4c(c3)OCO4)CC2)nc1)N1CCOCC1	3	·	0.97	0	-2	-3	1	·	-4
CC1CCN(S(=O)(=O)c2ccc(NC(=O)Cc3cccs3)cc2)CC1	-30	9.5	1.3	-2	4	-9	1.1	-3	1
Cn1nc(C(C)(C)C)c(NC(=O)c2cccs2)c1C(C)(C)C	0	-0.5	1	-1	1	8	0.92	0	-1
CC(C)c1ccc(NC(=O)c2cc([N+](=O)[O-])ccc2N2CCOCC2)cc1	13	-1.5	0.87	1	35	20	0.8	-1	27
COc1ccc(CN(C)Cc2cc(=O)oc3cc(C)c(C(C)C)cc23)cc1OC	5	-0.4	0.95	0	-4	-24	1.2	1	-4
Cc1ccc(NC(C)C(=O)N/N=C/c2ccc([N+](=O)[O-])s2)cc1 (stereo unspecified)	3	-0.7	0.97	-5	1	11	0.89	-8	-1
c1ccc(SCCCCNC2CCCC2)cc1	4	-0.5	0.95	0	0	6	0.94	0	-4
COc1cc(/C=C/C(=O)OCC(=O)Nc2cc(S(=O)(=O)N3CCCC3)ccc2Cl)cc(OC)c1OC	2	-0.7	0.98	-1	-2	-2	1	-2	-9
COCCCNC(=O)CCNS(=O)(=O)c1ccc(C)cc1	1	-0.3	0.99	-1	1	3	0.97	-3	-3
CC1CN(Cc2nc3c(c(=O)n(C)c(=O)n3C)n2CCc2ccccc2)CC(C)O1 (stereo unspecified)	-2	-0.1	1	-1	4	-1	1	0	1

# (list continues)
Compound	mIAP inh	MPTP block	mIAP activ	MIN6 prolif	A3A deaminase	hIAP inh	hIAP act	GRIN3A LBD mod	APOBEC3G inh
O=C(CN1C(=O)COc2ccc(Cl)cc21)Nc1nccs1	6	0.9	0.94	0	3	6	0.94	-1	-1
COc1ccc(S(=O)(=O)N2CCCCCC2)cc1C(=O)OCC(=O)NC(N)=O	-16	-1.1	1.2	-2	0	-22	1.2	0	3
CC(C)COc1ccc(C(=O)OCCN2CCOCC2)c(O)c1	-9	0.2	1.1	-1	-4	-22	1.2	-3	-8
CC(C)C[C@@H](C)C(=O)N(Cc1ccccc1)c1ccccc1	-1	0.7	1	-1	-1	5	0.95	3	-7
COCOc1cc(O)c(C(=O)/C=C/c2ccc(OCOC)c(OCOC)c2)c(OCOC)c1	5	-0.6	0.95	-3	-1	-3	1	0	-9
NS(=O)(=O)c1cccc(NC(=O)c2cccc3c(Br)cccc23)c1	2	2.8	0.98	-3	-8	2	0.98	-10	-5
Cc1cc(C)nc(SC(C)C(=O)N/N=C/c2cccs2)n1 (stereo unspecified)	4	-0.3	0.96	0	8	8	0.92	-1	2
COc1ccccc1N(CC(=O)NC1CCCCC1)C(=O)Cn1nnc(-c2ccc(C)o2)n1	2	0.2	0.98	2	-4	-7	1.1	-1	-5
O=C(OCC(=O)N1CCCCCC1)c1ccc(Br)c(S(=O)(=O)N2CCOCC2)c1	-6	-0.4	1.1	-1	-3	-2	1	0	-2
COc1ccccc1N1CCN(S(=O)(=O)CCNC(=O)c2ccc(Br)o2)CC1	13	0.9	0.87	1	-3	18	0.82	0	-5
CCCc1cc(=O)oc2c3c(cc(OCC(=O)NCc4ccncc4)c12)OC(C)(C)CC3	3	-1.1	0.97	0	0	-8	1.1	-3	-4
Cc1cc(C(=O)OCC(=O)NCc2ccc(F)cc2)c2ccccc2n1	7	0.1	0.93	7	-3	12	0.88	-3	-3
CCCCn1c(N)c(N(CC)C(=O)c2cccc(S(=O)(=O)N3CCCc4ccccc43)c2)c(=O)[nH]c1=O	4	-1.9	0.96	2	4	-8	1.1	0	7
OC(CNCCc1ccc(Cl)cc1)COCc1ccco1 (stereo unspecified)	4	3.2	0.96	-4	0	6	0.94	-7	0
COc1ccc2cc(C(=O)c3ccccc3)c(=O)oc2c1	11	2.1	0.89	-2	3	-3	1	-1	-3
COc1ccc(CC(C)N2CCN(Cc3ccccc3)CC2)cc1OC (stereo unspecified)	-4	0.0	1	3	-6	-6	1.1	-1	-5
COc1ccccc1NC(=O)N[C@@H](Cc1c[nH]c2ccccc12)C(=O)NN	-4	-0.7	1	0	-3	1	0.99	-2	-9
COc1ccc(Nc2ncc(C#N)c(N)n2)c(OC)c1	-1	-1.2	1	0	1	0	1	-1	-3
CCn1c(=O)c(C(=O)NC(C)C)c(O)c2ccccc21	-8	1.4	1.1	-1	0	-7	1.1	5	-1
Cc1cc(C)n2c(Nc3ccc4c(c3)OCCO4)c(-c3ccccc3)nc2n1	8	0.4	0.92	-3	-1	-2	1	3	-6
CCn1c(CC(=O)Nc2ccccc2C)nnc1SCC(=O)NC1CCCC1	0	-1.6	1	9	1	-12	1.1	-3	-7
COc1ccc(-c2csc(/C=C/c3ccc4c(c3)OCO4)n2)cc1OC	2	0.3	0.98	0	0	-4	1	-3	-5
